12-LOX inh – ALOX12 (human) lipoxygenase inhibition; P18054; purified 12hLO, xylenol orange hydroperoxide absorbance; Potency, µM (doses to about 108 µM), for the others: at the top dose activity change, negative = inhibition, most hits filed as inhibitors; 580,000 tested, 1.1% active; note: potency is the fitted concentration of half-maximal effect; % is set by controls: 0 for no effect and ±100 for the full control effect
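Purified human 12hLO at 150 nM in 25 mM Hepes, 0.01% Triton X-100, pH 7.0, preincubated 15 min at room temperature with compound. Reaction started with 40 uM arachidonic acid, 30 min at room temperature. Hydroperoxide measured by Fe-xylenol orange, 573/405 nm absorbance ratio.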
POLK inh – blocks human DNA polymerase kappa activity | Q9UBT6 | Potency, µM (titrated, usually from 107 µM), inactives show top-dose activity, negative = inhibition, actives largely listed as inhibitors | purified Pol kappa, fluorescent DNA synthesis assay, 10 min | 400,000 tested, 0.53% active; note: potency is the fitted concentration of half-maximal effect; % is set by controls: 0 for no effect and ±100 for the full control effect
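Enzyme at 10 nM met test compounds for 15 min at room temperature. Substrate addition (50 nM final) began the reaction, which was monitored by fluorescence at 0 and 10 min.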
APEX1 inh – APE1 (human) endonuclease inhibition; P27695; recombinant APE1, TAMRA/BHQ-2 abasic DNA cleavage fluorescence; Potency, µM (titrated, usually from 65.8 µM), without a hit: at the top dose activity change, negative = inhibition, most hits filed as inhibitors; 350,000 tested, 0.35% active; AID 2517;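 note: potency is the fitted concentration of half-maximal effect; plate controls were vehicle for no effect and reference inhibitor for full effect; nearly all actives have a fitted effect of over 55% in size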
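Activity was derived from the fluorescence gain between first and third kinetic reads (60 s intervals, ex 525/em 598 nm) after 50 nM THF-abasic TAMRA/BHQ-2 duplex was added to 0.75 nM APE1 preincubated 15 min with compound.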
POLI inh – blocks human DNA polymerase iota activity | Q9UNA4 | Pol iota fluorescent replication assay, 10 min | Potency, µM (series often up to 115 µM), without a hit: at the highest dose activity, negative = inhibition, most hits filed as inhibitors | 390,000 tested, 1% active; note: potency is the fitted concentration of half-maximal effect
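Fluorescent replication assay read twice, at 0 min and 10 min after adding 50 nM (final) substrate. Enzyme (10 nM) and compounds were first incubated 15 min at room temperature; enzyme-free buffer wells were negative controls.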
Anesthetic bind – candidate novel general anesthetic via apoferritin binding; P02791; apoferritin/1-aminoanthracene competitive binding, fluorescence; Potency, µM (top dose mostly 77.5 µM), without a hit: at the top dose activity change, negative = displacement, actives largely listed as inhibitors; 350,000 tested, 0.074% active; note: potency is the fitted concentration of half-maximal effect; % is set by controls: 0 for no effect and ±100 for the full control effect; nearly all actives have a fitted effect of over 20% in size
Target sequence (P02791 2-175 limits assumed): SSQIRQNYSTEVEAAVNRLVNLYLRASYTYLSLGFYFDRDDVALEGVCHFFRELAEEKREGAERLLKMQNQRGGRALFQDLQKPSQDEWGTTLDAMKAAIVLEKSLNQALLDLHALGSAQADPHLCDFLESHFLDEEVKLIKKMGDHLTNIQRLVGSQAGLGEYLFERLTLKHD
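In PBS, apoferritin at 10 uM is loaded with 1-AMA from a 50% saturated solution. After 10 min of compound exposure at ambient temperature, reduced 535 nm fluorescence indicates probe displacement.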
ERG-DNA inh – ERG Ets/DNA interaction inhibition | 370,000 tested, 0.028% active | AID 624246 | Potency, µM (doses to about 76.9 µM), without a hit: at the top dose FP activity, negative = inhibition, actives largely listed as inhibitors | P11308 | fluorescence polarization, His-ERG Ets domain / labelled DNA; active = well fitted inhibition curve with a large enough effect in the polarisation, with a control signal flat; inconclusive = small, poorly fitted or top-dose-only effect, or effect the other way, or a change in a side signal; inactive = no such curve, though single readings can be large or run the other way; the % refers to the polarisation;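 note: polarization taken with two DNA probes labelled with fluorescein and Texas red; potency is the fitted concentration of half-maximal effect; % of control where 0% means no effect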
Target sequence (P11308 whole entry, looked up, the tested form may be a part): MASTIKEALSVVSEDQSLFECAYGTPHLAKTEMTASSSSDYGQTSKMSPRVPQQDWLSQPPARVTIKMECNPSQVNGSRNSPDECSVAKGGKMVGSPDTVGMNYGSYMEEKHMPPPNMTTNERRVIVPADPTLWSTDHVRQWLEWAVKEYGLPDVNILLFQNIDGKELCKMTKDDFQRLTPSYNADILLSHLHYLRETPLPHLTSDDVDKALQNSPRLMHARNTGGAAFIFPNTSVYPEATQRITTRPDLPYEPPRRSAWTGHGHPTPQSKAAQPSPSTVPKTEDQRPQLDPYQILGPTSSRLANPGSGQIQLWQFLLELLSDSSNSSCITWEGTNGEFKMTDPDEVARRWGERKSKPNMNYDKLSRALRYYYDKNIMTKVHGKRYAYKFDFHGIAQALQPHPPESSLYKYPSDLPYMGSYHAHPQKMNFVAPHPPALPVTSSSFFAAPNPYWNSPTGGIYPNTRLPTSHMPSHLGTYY
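His-tagged ERG Ets domain (1 uM in the protein solution; 300mM KCl, 50mM Tris-HCl, 1mM EDTA, 1mM DTT, pH 7.5) received compound, then a probe mix of 5 nM fluorescein-DNA and 100nM Texas-615-DNA. Fluorescence polarization was read for both dyes.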
BLM helicase inh – inhibitors of human Bloom syndrome helicase BLM; 350,000 tested, 0.2% active; P54132; recombinant BLM DNA unwinding, fluorescence dequenching; Potency, µM (top dose mostly 56.1 µM), inactives show at the highest dose activity change, negative = inhibition, hits mostly inhibitors;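 note: potency is the fitted concentration of half-maximal effect; plate controls were vehicle for no effect and no enzyme for full effect; nearly all actives have a fitted effect of over 35% in size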
Pol beta inh – inhibitors of human DNA polymerase beta | P06746 | Pol beta primer extension/strand displacement, fluorescence kinetic | Potency, µM (doses to about 114 µM), inactives show top-dose activity change, negative = inhibition, actives largely listed as inhibitors | 340,000 tested, 1.3% active; note: potency is the fitted concentration of half-maximal effect; % is set by controls: 0 for no effect and ±100 for the full control effect
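Enzyme-only controls used 10 nM Pol beta; buffer lacking enzyme served as negative control. Compound preincubated 15 min, then 50 nM substrate added; 0 and 10 min reads at room temperature.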
TRHR ag – activates the human TRH receptor | P34981 | TRHR cells, calcium flux fluo-8, FDSS agonist mode | activation, % at 2 µM | 360,000 tested, 0.18% active | AID 493084; in the data active = activation above about 30%; note: 0% is about no effect
Target sequence (P34981 whole entry, looked up): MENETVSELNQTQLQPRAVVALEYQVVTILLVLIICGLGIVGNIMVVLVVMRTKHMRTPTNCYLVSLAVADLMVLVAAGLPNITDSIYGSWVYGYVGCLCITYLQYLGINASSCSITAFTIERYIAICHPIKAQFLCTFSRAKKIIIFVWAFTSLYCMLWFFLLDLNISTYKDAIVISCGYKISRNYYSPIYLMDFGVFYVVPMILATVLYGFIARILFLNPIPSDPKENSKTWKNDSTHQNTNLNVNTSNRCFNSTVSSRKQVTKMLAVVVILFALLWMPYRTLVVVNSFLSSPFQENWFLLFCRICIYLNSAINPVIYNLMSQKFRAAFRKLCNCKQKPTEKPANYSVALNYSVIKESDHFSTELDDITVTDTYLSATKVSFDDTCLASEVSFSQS
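Read-out: compound-evoked intracellular calcium rise in TRHR cells, fluo-8 dye, kinetic FDSS fluorescence at 1 s/cycle following a 10-cycle baseline. Cells cultured overnight before dye loading (30 min–1.5 h, RT).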
* marks the source's active call; other numbers are inactive results; ? = inconclusive; . = no result given; & = joins results of further samples; [ ] = dose if it differs, or a comment. Unless noted, calls come from the whole dose curve; as a rule, active = well fitted curve in the direction sought with a large enough effect; inconclusive = small, poorly fitted or top-dose-only effect, or another doubt; inactive = no such curve, though single readings can be large; an effect the other way counts as inactive or inconclusive. Not all compounds are listed (hit frequency here may not be typical).

SMILES | 12-LOX inh | POLK inh | APEX1 inh | POLI inh | Anesthetic bind | ERG-DNA inh | BLM helicase inh | Pol beta inh | TRHR ag
CC1CN(C2=CC(=O)CCC2)CC(C)O1 (stereo not drawn) | 53%[activator] | -16% | 0% | 30%[activator] | -4% | -7% | 4% | 1% | 1.4
Cc1ccc(S(=O)(=O)Cn2nnnc2C(c2ccccc2)N2CCN(c3ncccn3)CC2)cc1 (stereo not drawn) | 0% | -9% | -10% | -1% | -10% | 7% | -5% | 25% | 2.6
CCCC(=O)NC(Nc1ccccc1OC)C(Cl)(Cl)Cl (stereo not drawn) | 3% | -4% | -3% | 6% | ? | -14% | -2% | 4% | -0.7
Cc1cccc(Cn2cccc2CNS(=O)(=O)c2ccc(Br)cc2)c1 | ? | -8%[60.1 µM] | . | -2% | 41%[activator] | 7% | -10% | 10% | 0.1
Cc1ccc(NC(=O)CN2C(=O)S/C(=C/c3ccc(-c4cccc(C(=O)O)c4)o3)C2=O)cc1 | 40µM* | 32µM* | ? | 25µM* | -9% | 12% | -24% | 11µM* | 4.3
Cc1ccc(N2C(=O)CSC2c2ccc3c(c2)OCO3)cc1 (stereo not drawn) | -1% | -4% | -3% | 6% | -1% | -9% | 1% | 15% | -0.9
O=C(CNC(=O)c1ccco1)OCC(=O)c1cccc2ccccc12 | 366%[activator] | 0% | 6% | 23% | ? | -14% | -4% | 30% | -0.2
C=CCOC(=O)C1=C[C@@H](c2coc3ccccc3c2=O)C[C@@H](OCCCCO)O1 | ? | -10% | . | 5% | . | -4% | . | . | .
CCOC(=O)c1cc(-c2ccccc2)sc1NC(=S)Nc1cccc(C)n1 | 20µM* | -14% | -4% | -5% | -14% | 2% | 1% | 4% | 0.5
Nc1ccc(Cl)c[n+]1Cc1cccc2cccnc12 | 0% | 5% | -4% | 42% | -5% | -11% | -7% | -28% | -0.3
Cc1ccc(C(=O)NC2CCC(C)CC2)o1 (stereo not drawn) | 25% | 3% | 22% | 11% | . | 0% | . | . | -0.9
Cc1ccc(S(=O)(=O)c2cn(CC(=O)Nc3ccc4c(c3)OCO4)c3ccc(C)cc3c2=O)cc1 | -30% | -17% | . | 16% | -9% | 2% | -7% | -1% | 0.9
CCOC(=O)c1cnc2c(CC)cccc2c1NCCCN1CCOCC1 | 0% | -5% | -5% | 5% | -11% | -6% | 4% | 6% | -0.1
Cc1oc2cc(OC(=O)c3ccco3)ccc2c(=O)c1-c1nc2ccccc2n1C | -23% | -5% | 0% | 1% | 1% | -17% | -3% | 23% | -0.3
O=C(CC(c1ccco1)C1CCCCC1=O)c1ccccc1 (stereo not drawn) | -6% | -5% | -1% | 9% | -22% | . | -1% | ? | 1.9
CCCN1CCN(C(=O)c2c(Cl)cnn2C)CC1 | -1% | 7% | 5% | 23% | 0% | 6% | -2% | 12% | 0.4
Cc1ccccc1C(=O)N1CCC(C(=O)NN2C(=O)NC3(CCCCC3)C2=O)CC1 | 167%[activator] | -12% | -3% | -8% | . | -11% | . | . | 0.2
CCC1Nc2ncnc(N3CCCCC3)c2N(Cc2ccc(C)cc2)C1=O (stereo not drawn) | ? | 0% | -6% | 6% | . | 8% | . | . | .
Cc1cc(C)cc(NC(=O)c2ccc(N3C(=O)C4CCCCC4C3=O)cc2)c1 (stereo not drawn) | 13% | -5% | 16% | ? | ? | 2% | -5% | 3% | -1.8
O=[N+]([O-])c1ccccc1/C=C/C=N/Nc1nc(N2CCCCC2)nc(N2CCCCC2)n1 | ? | -7% | -2% | 34%[activator] | -11% | -1% | -3% | -20% | -0.1
CCc1c(C)sc(NC(=O)c2cc3nc(-c4ccc(OC)cc4)cc(C(F)(F)F)n3n2)c1C(=O)OC | -15% | 16% | . | 47%[activator] | -1% | 3% | 2% | 13% | 1.1
COC(=O)c1ccc(NC(=S)NNC(=O)c2ccccc2)cc1 | -10% | 6% | 11% | 91%[activator] | -7% | 2% | 1% | -2% | 0.7
CC1CN(Cc2nc3c(c(=O)n(C)c(=O)n3C)n2CCN2CCOCC2)CC(C)O1 (stereo not drawn) | 0% | 1% | 0% | -7% | -5% | -16% | -1% | -1% | -0.3
CC1(C)CCSC(/C=C/c2ccccc2)=N1 | -28% | -2% | ? | 64%[activator] | ? | 1% | 0% | 3% | -0.1
S=C(NCCc1c[nH]c2ccccc12)NC1CC1 | -15% | 5% | 0% | 35%[activator] | -6% | -13% | -7% | 29% | -0.4
O=C(O)Cc1ccc(NC(=O)c2cccc(NC(=O)c3ccco3)c2)cc1 | -15% | -39% | 12% | ? | -9% | 9% | -2% | 27% | 1.0
O=C(NCCO)C(=O)c1c(-c2ccccc2)cc2ccccn12 | -17% | 2% | 11% | 10% | -10% | -10% | -2% | 19% | 0.4
CCN(CC)S(=O)(=O)c1cnccc1N1CCN(c2cccc(Cl)c2)CC1 | 0% | -19% | -3% | -1% | 3% | -1% | -5% | 4% | -0.3
Cc1ccc(-c2cn(-c3ccc(OC(F)F)cc3)c3[n+]2CCCCC3)cc1 | 328%[activator] | 0% | 0% | 156%[activator] | 6% | -10% | 2% | 4% | 0.4
CN1[C@H](CC(=O)c2ccccc2)CCC[C@H]1C[C@H](O)c1ccccc1 | ? | -11%[19.4 µM] | -4% | . | . | . | -1% | . | .
Cc1ccc(-c2nc3ncccn3c2Nc2ccc3c(c2)OCCO3)o1 | 0% | 7% | -3% | 9% | ? | -1% | 0% | 15% | 0.4
COc1ccc(C2=NOC(Cn3nc(C(=O)O)cc3-c3ccccc3)C2)cc1 (stereo not drawn) | ? | -1% | -4% | 23% | -9% | 7% | 1% | 60% | 0.6
O=C1c2cccnc2C(=O)N1C1CCCCC1 | 10% | 8% | 2% | 8% | ? | 9% | 0% | 17% | 0.6
CCCCOC(=O)c1ccc(NC(=O)COC(=O)c2ccc3ncsc3c2)cc1 | -12% | -6% | -16% | ? | . | -13% | . | . | 0.2
Cc1cccc(C)c1NC1=NC(=S)N(c2ccc(N(C)C)cc2)C1(C)C | 0% | -2% | 19% | -5% | -11% | -1% | -6% | 27% | 0.0
CS(=O)(=O)N(CC(=O)N1CCc2ccccc2C1)c1cccc([N+](=O)[O-])c1 | -24% | -7% | 13% | 80%[activator] | -9% | -7% | -3% | 2% | -0.1
Cn1c(=O)oc2cc(S(=O)(=O)NCCC(=O)NCc3ccc(F)cc3)ccc21 | -7%&-8% | 5%&6% | 56%[activator] | 47%&35%[activator] | -5%&0% | -3%&-1% | 0%&-2% | -14%&13% | 0.3&0.1
COc1ccccc1OCC(=O)NCc1cccs1 | 0% | -5% | -2% | 13% | 6% | 4% | -2% | -2% | -0.2
CC(=O)n1nc2nc(C)cc(C)c2c1N | . | -14% | -3% | -19% | -7% | -15% | -1% | 4% | 0.1
CC(C)C(NC(=O)C1CCCCC1)C(=O)NC1=NCCS1 (stereo not drawn) | ? | -8% | 0% | 62%[activator] | -7% | -2% | 0% | 0% | 1.3

The last two compounds of the part above open the next one.
SMILES | 12-LOX inh | POLK inh | APEX1 inh | POLI inh | Anesthetic bind | ERG-DNA inh | BLM helicase inh | Pol beta inh | TRHR ag
CC(=O)n1nc2nc(C)cc(C)c2c1N | . | -14% | -3% | -19% | -7% | -15% | -1% | 4% | 0.1
CC(C)C(NC(=O)C1CCCCC1)C(=O)NC1=NCCS1 (stereo not drawn) | ? | -8% | 0% | 62%[activator] | -7% | -2% | 0% | 0% | 1.3
COc1ccccc1NC(=O)C(=O)NCCCN1CCCC1=O | -4% | -3% | 14% | -25% | . | -5% | . | . | 0.4
CCOc1ccc(NC(=O)C(=O)NCCN2CCN(C(=O)c3ccc(C)cc3)CC2)cc1 | -10% | 2% | 21% | 52%[activator] | -5% | 2% | -5% | 34% | -0.8
O=C(C1CCCN(S(=O)(=O)c2cccc3nsnc23)C1)N1CCN(c2ccccc2F)CC1 (stereo not drawn) | 0% | -8% | . | -18% | -6% | 1% | -2% | 17% | -0.8
CCOC(=O)C1=C(COC(=O)[C@@H](NC(=O)c2cccc(C)c2)C(C)C)NC(=O)NC1C (stereo partly drawn) | -11% | -13% | -22% | 90%[activator] | . | 8% | . | . | .
Cc1cccc(C)c1OCC(O)CN1CCN(c2ccccn2)CC1 (stereo not drawn) | -17% | -9% | -2% | 49%[activator] | -11% | -7% | 1% | 33%[activator] | -0.9
COc1ccc(C2CC(c3ccccc3)=NN2C(=O)CSc2ncn[nH]2)cc1 (stereo not drawn) | 21% | 6% | 6% | -20% | -10% | 0% | -7% | -26% | 0.0
Oc1ccc(/C=N/n2c(-c3ccccc3)n[nH]c2=S)cc1Br | 32µM* | -5% | 21% | -12% | -7% | -8% | -4% | 2% | -1.0
COc1ccc(C(=O)Oc2ccc3c(C)cc(=O)oc3c2C(C)=O)cc1 | -8% | 2% | -2% | 144%[activator] | -11% | 7% | 2% | 15% | -1.3
N#CCC(=O)Nc1ccc(C(=O)NCc2ccccn2)cc1 | 2% | -21% | 0% | -19% | -5% | -1% | 2% | 32%[activator] | 0.5
O=C1CN(c2nc(-c3ccccc3)c3ccccc3n2)c2ccccc2N1 | 22% | -7% | -3% | 21% | -4% | -4% | -3% | 2% | 0.0
COCCN(C(=O)C1CC1)c1nnc(-c2cccc(C)c2)s1 | 100%[activator][57.4 µM] | -18% | 18% | 10% | -18% | 4% | -3% | 6% | -0.3

2 of the compounds above, tab-delimited:
structure	12-LOX inh	POLK inh	APEX1 inh	POLI inh	Anesthetic bind	ERG-DNA inh	BLM helicase inh	Pol beta inh	TRHR ag
Cc1cccc(C)c1OCC(O)CN1CCN(c2ccccn2)CC1 (stereo not drawn)	-17%	-9%	-2%	49%[activator]	-11%	-7%	1%	33%[activator]	-0.9
COCCN(C(=O)C1CC1)c1nnc(-c2cccc(C)c2)s1	100%[activator][57.4 µM]	-18%	18%	10%	-18%	4%	-3%	6%	-0.3
